Source: PubChem (National Center for Advancing Translational Sciences (NCATS))
Nrf2 ARE act: qHTS of Nrf2 Activators; AREc32 ARE-luciferase reporter (MCF7-derived line), luminescence, 24 h; Potency, µM (top dose mostly 46.1 µM), inactives show at the top dose activation, actives largely listed as activators; actives 0.31% (n = 410,000); note: % of control where 0% means no effect; nearly all actives have a fitted effect of over 65% in size
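AREc32_Fluc, 1000 cells/well, OPTI-MEM + 5% FBS, o/n 37 deg C 5% CO2; 23 nL cpd by pin tool, 24 hr; Steady-Glo 30 min RT, luminescence.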
ATXN2 expr inh: Primary qHTS for Inhibitors of ATXN expression; HEK-293 ATXN2-luciferase reporter, luminescence, 24 h; Potency, µM (doses to about 57 µM), for the others: top-dose activity change, negative = inhibition, actives largely listed as inhibitors; actives 0.72% (n = 360,000); AID 1745845, 2022; note: % is set by controls: 0 for no effect and ±100 for the full control effect; nearly all actives have a fitted effect of over 55% in size
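qHTS (up to 57 uM final) was run with 24 h compound exposure of reporter cells at 37 °C. Each well was multiplexed: SteadyGlo luminescence measured ATXN2-luciferase expression after a fluorogenic Gly-Phe-AFC viability readout (25 uM final).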
MCF10A rereplic: A quantitative high throughput screen for small molecules that induce DNA re-replication in MCF 10a normal breast cells; MCF 10A DNA re-replication, Hoechst nuclear intensity, 48 h; Potency, µM (titrated, usually from 46.1 µM), for inactives: top-dose activity, positive = re-replication, most hits filed as activators; actives 2.9% (n = 350,000); AID 624296, 2012; note: % of control where 0% means no effect; nearly all actives have a fitted effect of over 50% in size
Nrf2 block: Nrf2 qHTS screen for inhibitors | A549 ARE-Fluc reporter, luciferase luminescence, 18-24 h | Potency, µM (doses to about 46 µM), inactives show top-dose activity change, negative = inhibition, most hits filed as inhibitors | actives 2.1% (n = 360,000) | AID 504444, 2011; note: % is set by controls: 0 for no effect and ±100 for the full control effect; nearly all actives have a fitted effect of over 60% in size
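Quantitative HTS in A549 cells stably bearing an antioxidant response element-firefly luciferase construct. Inhibition of Nrf2-driven transcription was scored by luminescence after 18-24 h of compound exposure at 37 °C.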
HepG2 viability: qHTS for Inhibitors of TGF-b: Cytotox Counterscreen | Potency, µM (series often up to 46.1 µM), for inactives: at the top dose activity change, negative = cytotoxicity, actives largely listed as cytotoxic | HepG2 CAGA-GFP viability, ATP luminescence, 18 h | actives 0.76% (n = 410,000); note: some results filed as inactive show a strong effect at the top dose
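CellTiter-Glo luminescence gave cytotoxicity after 18 hours at 37 degrees C. The cells were HepG2 CAGA-GFP in 1% FBS DMEM, stimulated with 500 pg/mL TGF-beta after compound addition. %Activity was normalised to no-cell wells (complete cell-killing) and DMSO (no toxicity), and curves were fitted and classified.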
EPAC2 antag: qHTS for Antagonist of cAMP-regulated guanine nucleotide exchange factor 2 (EPAC2): primary screen; EPAC2 GEF exchange of Rap1B-BODIPY-GDP, fluorescence; Potency, µM (doses to about 114 µM), for the others: at the highest dose activity, negative = inhibition, actives largely listed as inhibitors; actives 0.18% (n = 360,000); Rap guanine nucleotide exchange factor 4 (Homo sapiens), Q8WZA2; AID 720708, 2013; note: % is set by controls: 0 for no effect and ±100 for the full control effect; nearly all actives have a fitted effect of over 45% in size; many of its hits are not listed in these tables
Target sequence (Q8WZA2 whole entry, looked up): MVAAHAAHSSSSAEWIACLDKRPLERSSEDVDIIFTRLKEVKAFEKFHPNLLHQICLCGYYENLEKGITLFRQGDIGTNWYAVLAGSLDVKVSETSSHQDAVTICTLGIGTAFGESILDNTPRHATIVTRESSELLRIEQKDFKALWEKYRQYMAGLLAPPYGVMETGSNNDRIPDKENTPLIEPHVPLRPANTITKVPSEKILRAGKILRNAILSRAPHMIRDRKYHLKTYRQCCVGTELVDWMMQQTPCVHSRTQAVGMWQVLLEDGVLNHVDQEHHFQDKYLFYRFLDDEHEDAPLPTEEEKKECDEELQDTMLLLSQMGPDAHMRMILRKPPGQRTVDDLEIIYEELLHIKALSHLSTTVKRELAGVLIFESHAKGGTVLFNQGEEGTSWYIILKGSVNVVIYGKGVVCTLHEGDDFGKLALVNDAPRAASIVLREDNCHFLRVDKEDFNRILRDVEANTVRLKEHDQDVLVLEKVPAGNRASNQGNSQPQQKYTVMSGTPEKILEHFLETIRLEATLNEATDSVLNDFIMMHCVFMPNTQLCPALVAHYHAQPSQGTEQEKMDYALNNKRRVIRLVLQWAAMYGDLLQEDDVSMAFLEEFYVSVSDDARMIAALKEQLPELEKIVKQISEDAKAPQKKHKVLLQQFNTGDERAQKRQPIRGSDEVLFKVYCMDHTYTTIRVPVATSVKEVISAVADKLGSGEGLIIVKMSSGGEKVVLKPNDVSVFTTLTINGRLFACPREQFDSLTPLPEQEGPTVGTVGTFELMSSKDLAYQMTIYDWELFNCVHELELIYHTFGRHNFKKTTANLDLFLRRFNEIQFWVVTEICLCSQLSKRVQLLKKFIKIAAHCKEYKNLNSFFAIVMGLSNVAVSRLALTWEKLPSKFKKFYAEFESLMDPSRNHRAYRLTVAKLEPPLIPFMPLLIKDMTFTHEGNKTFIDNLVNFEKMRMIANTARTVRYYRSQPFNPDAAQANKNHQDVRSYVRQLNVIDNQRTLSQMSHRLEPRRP
S2 tox: Viability Counterscreen for Primary qHTS for Inhibitors of ATXN expression; actives 0.49% (n = 400,000); S2 cells (HEK-293 line with an ATXN2-luciferase reporter) viability, CellTiter-Fluor protease fluorescence, 24 h; AID 651635, 2014; Potency, µM (highest dose often 56.7 µM), usual class: cytotoxic; note: nearly all actives have a fitted effect of over 40% in size
TGFb SMAD3 inh: qHTS for Inhibitors of TGF-b; HepG2 CAGA-GFP TGF-b/SMAD3 reporter, GFP fluorescence, 18 h; TGF-beta stimulated, 500 pg/mL final; Potency, µM (doses to about 46.1 µM), without a hit: at the top dose activity, negative = inhibition, hits mostly inhibitors; actives 1.2% (n = 410,000); note: % is set by controls: 0 for no effect and ±100 for the full control effect; nearly all actives have a fitted effect of over 65% in size
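TGF-beta reporter screen: HEPG2 CAGA-GFP, 1% FBS, 500 pg/mL TGF-beta final, 18 h; per-cell GFP summed per well; curves fitted and categorized by class.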
A549 tox: Nrf2 qHTS screen for inhibitors: counterscreen for cytotoxicity. A549 ARE-Fluc cells, CellTiter-Fluor viability, 18-24 h. Potency, µM (doses to about 46 µM), without a hit: at the highest dose activity change, negative = cytotoxicity, usual class: inhibitors. actives 0.16% (n = 390,000). AID 504648, 2011; note: % is set by controls: 0 for no effect and ±100 for the full control effect
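A549 ARE-Fluc cells in 5% FBS OPTI-MEM, 5000 cells/well, rested 2 h then exposed to compounds in concentration-response for 18-24 h at 37 °C. Viability by CellTiter-Fluor fluorescence (Ex 405/Em 525) after 30 min; luciferase luminescence (BugLite, 15 min, RT) read afterwards.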
Numbers without * were called inactive; i = inactive; ? = inconclusive; · = not tested or not shown; & = joins results of further samples; [ ] = another dose, or the depositor's remark. Calls come from the whole dose curve; as a rule, active = well fitted curve in the direction sought with a large enough effect; inconclusive = small, poorly fitted or top-dose-only effect, or another doubt; inactive = no such curve, though single readings can be large; an effect the other way counts as inactive or inconclusive. Potency is the fitted concentration of half-maximal effect. This is a subset; rates above refer to the full screens.

item | Compound | Nrf2 ARE act | ATXN2 expr inh | MCF10A rereplic | Nrf2 block | HepG2 viability | EPAC2 antag | S2 tox | TGFb SMAD3 inh | A549 tox
1 | O=C(C1CCC(=O)N1Cc1ccc(F)cc1)N1CCC2(CC1)OCCO2 (centres undefined) | 0.5% | 8% | 2% | 14% | 10% | 3% | i | 41%[activator] | 2%
2 | COC12CCC3(CC1C(C)(O)C(C)(C)C)[C@H]1Cc4ccc(OC5OC(C(=O)O)[C@@H](O)C(O)[C@H]5O)c5c4[C@@]3(CCN1CC1CC1)C2O5 (some centres undefined) | 0.4% | -6% | 1% | 3% | 8% | 4% | i | -2% | -5%
3 | CCCC(C)C1(CC)C(=O)NC(=Nc2ccccc2OC)NC1=O (centres undefined) | -0.4% | -3% | -2% | · | -1% | 10% | i | 3% | 6%
4 | CN1C(=O)N(C)C(=O)C2(Cc3cc(NC(=O)c4ccc(F)cc4)ccc3N3CCCC32)C1=O (centres undefined) | -0.1% | 1% | 0% | -11% | -1% | 1% | i | 2% | 0%
5 | COc1ccc(C)cc1NC1=NCCCS1 | -0.9% | -3% | ? | -4% | -5% | -24% | i | 4% | -4%
6 | S=C(NCCc1ccccc1)NCCc1cnc[nH]1 | 5.8% | · | 3% | 3% | -20% | 9% | i | -10% | 0%
7 | O=C(NCCCn1ccnc1)C(Cl)(Cl)Cl | 1.3% | · | ? | 0% | 7% | -7%[57.1 µM] | i | 0% | -10%
8 | C[N+](C)(C)c1ccccc1 | 0.4% | 1% | 1% | -13% | 4% | 1% | i | 12% | -4%
9 | C[C@]12CCC3C(CC[C@H]4C[C@@H](O)CC[C@]34C)C1[C@H]1CN=N[C@H]1[C@@H]2O (some centres undefined) | -0.7% | 2% | -17% | -5% | 0% | 6% | i | 33%[activator] | -1%
10 | COC(=O)C1=C(c2cccc(C#N)c2)C[C@@H]2CC[C@H]1N2C(=O)NCCOc1ccccc1 | 0.2% | -2% | 10% | -13% | -34% | -14% | i | -6% | 0%
11 | CCc1ccc(OCC(=O)N2CCN(Cc3ccc4c(c3)OCO4)CC2)cc1 | 2.7% | -21% | ? | -14% | -38% | -6% | ? | -17% | 2%
12 | COC(=O)CSC1=NP(=S)(SCC(=O)OC)N2CCCC2=C1C#N (centres undefined) | 1.7% | 2% | 1% | -10% | -17% | 2% | i | -30% | 2%
13 | CN1CCCC(C(=O)c2ccc(-c3ccccc3)cc2)C1 (centres undefined) | 4.4% | · | 2% | -7% | -18% | 3% | i | -5% | 0%
14 | COC(=O)C1(C(=O)O)Cc2cc([N+](=O)[O-])ccc2N2CCCC21 (centres undefined) | 0.2% | · | -1% | -7% | 0% | -11% | i | -3% | ?
15 | CCCOP(=O)(OCCC)c1nc(-c2ccccc2)oc1NCc1ccccc1 | 6.7% | -13% | ? | 18µM* | -51% | -3% | i | ? | ?

Part of the list above in order of length of the SMILES, rising.
item | Compound | Nrf2 ARE act | ATXN2 expr inh | MCF10A rereplic | Nrf2 block | HepG2 viability | EPAC2 antag | S2 tox | TGFb SMAD3 inh | A549 tox
8 | C[N+](C)(C)c1ccccc1 | 0.4% | 1% | 1% | -13% | 4% | 1% | i | 12% | -4%
5 | COc1ccc(C)cc1NC1=NCCCS1 | -0.9% | -3% | ? | -4% | -5% | -24% | i | 4% | -4%
7 | O=C(NCCCn1ccnc1)C(Cl)(Cl)Cl | 1.3% | · | ? | 0% | 7% | -7%[57.1 µM] | i | 0% | -10%
6 | S=C(NCCc1ccccc1)NCCc1cnc[nH]1 | 5.8% | · | 3% | 3% | -20% | 9% | i | -10% | 0%
3 | CCCC(C)C1(CC)C(=O)NC(=Nc2ccccc2OC)NC1=O (centres undefined) | -0.4% | -3% | -2% | · | -1% | 10% | i | 3% | 6%
12 | COC(=O)CSC1=NP(=S)(SCC(=O)OC)N2CCCC2=C1C#N (centres undefined) | 1.7% | 2% | 1% | -10% | -17% | 2% | i | -30% | 2%
15 | CCCOP(=O)(OCCC)c1nc(-c2ccccc2)oc1NCc1ccccc1 | 6.7% | -13% | ? | 18µM* | -51% | -3% | i | ? | ?
1 | O=C(C1CCC(=O)N1Cc1ccc(F)cc1)N1CCC2(CC1)OCCO2 (centres undefined) | 0.5% | 8% | 2% | 14% | 10% | 3% | i | 41%[activator] | 2%
11 | CCc1ccc(OCC(=O)N2CCN(Cc3ccc4c(c3)OCO4)CC2)cc1 | 2.7% | -21% | ? | -14% | -38% | -6% | ? | -17% | 2%
14 | COC(=O)C1(C(=O)O)Cc2cc([N+](=O)[O-])ccc2N2CCCC21 (centres undefined) | 0.2% | · | -1% | -7% | 0% | -11% | i | -3% | ?
10 | COC(=O)C1=C(c2cccc(C#N)c2)C[C@@H]2CC[C@H]1N2C(=O)NCCOc1ccccc1 | 0.2% | -2% | 10% | -13% | -34% | -14% | i | -6% | 0%

Given in transposed form: two of the compounds above.
1: O=C(C1CCC(=O)N1Cc1ccc(F)cc1)N1CCC2(CC1)OCCO2 (centres undefined)
2: COC12CCC3(CC1C(C)(O)C(C)(C)C)[C@H]1Cc4ccc(OC5OC(C(=O)O)[C@@H](O)C(O)[C@H]5O)c5c4[C@@]3(CCN1CC1CC1)C2O5 (some centres undefined)

compound no.	1	2
Nrf2 ARE act	0.5%	0.4%
ATXN2 expr inh	8%	-6%
MCF10A rereplic	2%	1%
Nrf2 block	14%	3%
HepG2 viability	10%	8%
EPAC2 antag	3%	4%
S2 tox	i	i
TGFb SMAD3 inh	41%[activator]	-2%
A549 tox	2%	-5%

(more compounds)
item | Compound | Nrf2 ARE act | ATXN2 expr inh | MCF10A rereplic | Nrf2 block | HepG2 viability | EPAC2 antag | S2 tox | TGFb SMAD3 inh | A549 tox
16 | Cn1c(=O)cc(OCC(=O)N2CCN(C3CCCCC3)CC2)c2ccccc21 | 5.5% | 7% | 14% | 9% | -26% | 16% | i | -9% | 2%
17 | CC(C)Oc1ccc(NC(=O)c2cc3ccccc3o2)cc1 | 4.8% | 55%[activator] | · | ? | -16% | · | i | -4% | 2%
18 | CCN1CCN(C(=O)COc2ccc3oc4c(c3c2)CCCC4)CC1 | 3.2% | · | -2% | 3% | -34% | -4% | ? | -12% | 7%
19 | C[C@@H]1CC2C3CC=C4C[C@@H](O)CC[C@]4(C)C3CC[C@]2(C)[C@H]1O (some centres undefined) | 2.5% | 8% | -1% | -1% | -5% | -1% | i | 0% | -4%
20 | COC(=O)C1=C(c2cc3ccccc3o2)C[C@@H]2CC[C@H]1N2C(=O)N1CCCC1 | -0.1% | -20% | -8% | ? | -21% | -25% | i | ? | 1%
21 | COC(=O)C1=C(c2cc3ccccc3s2)C[C@@H]2CC[C@H]1N2C(=O)NCCS(C)=O (some centres undefined) | 2.6% | 11% | -8% | -3% | -11% | 6% | i | 2% | -6%
22 | CCC1=Nc2cc(C(=O)N3CCC4(CC3)OCCO4)ccc2Sc2ccc(C)cc21 | 0.1% | · | 1% | -1% | -11% | ? | ? | -17% | 3%
23 | O=C(NCc1cccnc1)NC1CCCCC1 | 0.6% | 15% | -2% | 1% | -2% | 2% | i | -3% | 3%
24 | CC1(C)C(=O)CC[C@@]2(C)C1=CCC1C2CC[C@]2(C)C(=O)CCC12 (some centres undefined) | 0.1% | -9% | 11% | 12% | 1% | -3% | i | 1% | 1%
25 | CNC(=O)Oc1ccc2c(c1)C(=O)c1ccccc1CO2 | 6.3% | 40%[activator] | 11% | 9% | 0% | 3% | i | 6% | 0%
26 | COC(=O)C1=C(c2ccc(F)cc2F)C[C@@H]2CC[C@H]1N2C(=O)NC1Cc2ccccc2C1 | 0.4% | -11% | ? | -20% | 5% | ? | i | -8% | 6%
27 | Cc1cc(N(CCCl)CCCl)ccc1/C=N/N=C(\N)c1cnccn1 | -0.2% | ? | ? | ? | -91% | -16% | ? | 8% | -5%
28 | COc1cccc(-c2sc3ccccc3c2-c2ccc(OCCN3CCOCC3)cc2)c1 | 12% | -33% | 4% | 8% | -21% | -7% | i | -14% | -2%
29 | CCCc1nnc(NC(=O)CCC(=O)N2CCC3(CC2)OCCO3)s1 | -0.9% | -9% | -3% | -10% | -22% | -3% | i | -3% | 1%
30 | N#CCCn1cc(C(=O)Nc2ccc([N+](=O)[O-])cc2)c(-c2ccc3c(c2)OCCO3)n1 | -0.2% | 0% | 0% | -1% | 12% | -15% | i | 5% | 2%
31 | CC1CCC(NC(=O)c2cc3c(=O)n(C)c4ccccc4c3n2C)CC1 (centres undefined) | 2.6% | 3% | ? | 3% | -14% | 33% | i | 0% | 20%
32 | CN1C(=O)NC(=O)/C(=C/c2ccc([N+](=O)[O-])o2)C1=O | 13% | ? | -2% | -26% | 6% | -20% | i | -10% | -14%
33 | COc1ccc(CCNCc2ccc(Br)cc2)cc1OC | 3.1% | -17% | -3% | 4% | -47% | 17% | i | 0% | 1%
34 | Oc1ccccc1Cl | 0.5% | 7% | ? | 7% | 0% | -7% | i | -12% | 0%
35 | COc1ccc(C(O)P(=O)(Oc2ccccc2)Oc2ccccc2)cc1 (centres undefined) | -0.1% | 6% | -4% | 3% | -10% | -6% | i | 1% | -2%
36 | NCCCCCC(=O)OC1N=C(c2ccccc2Cl)c2cc(Br)ccc2NC1=O (centres undefined) | 0.1% | -32% | 0% | 2% | -10% | -2% | i | 1% | 5%
37 | CN(C)C(=O)Oc1ccc[n+](C)c1 | 0.0% | 0%&4% | 0%&5%&16% | 6% | -9% | -4% | i | 3% | -1%
38 | Cc1cccc(OCCn2cccc2/C=C2/C(=O)NC(=O)N(Cc3ccco3)C2=O)c1 | -0.6% | 12% | ? | ? | -3% | -21% | i | -2% | 1%
39 | CNC(C(=O)c1ccccc1)C(OC(C)C)c1ccc(Cl)cc1 (centres undefined) | 2.2% | -22% | -5% | -13% | -29% | ? | i | 5% | -2%
40 | COc1ccc(CNCCc2c[nH]c3ccccc23)c(OC)c1OC | 2.9% | -22% | -17% | -4% | -37% | 1% | i | -1% | -7%
41 | CC12CN3CN(C1)CC(c1ccccc1)(C3)C2=O | 2.7% | 5% | 1% | 10% | 8% | 0% | i | 2% | -3%
